Source: PubChem BioAssay (The Scripps Research Institute Molecular Screening Center)
PAFAH1B2 inh: blocks human PAF acetylhydrolase 1b catalytic subunit 2; P68402; recombinant PAFAH1B2, FP-rhodamine activity probe, fluorescence polarization; inhibition, % at 3.39 µM; actives 1.2% (n = 340,000); AID 492953;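 active = inhibition above the mean of all tested compounds plus 3 SD, cut at about 24% in these data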;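 note: 0% = enzyme with DMSO and 100% = wells lacking PAFAH1B2; many of its hits are not listed in these tables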
PAFAH2 inh: inhibitors of human PAFAH2; actives 0.99% (n = 340,000); Q99487; inhibition, % at 3.39 µM; recombinant PAFAH2, FP-rhodamine activity probe, fluorescence polarization; AID 492956;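 active = inhibition above the mean over all tested compounds plus 3 SD, cut at about 30% in these data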;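 note: inhibitors block probe labeling of enzyme so polarization drops; 0% = enzyme with DMSO and 100% = wells lacking PAFAH2 protein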
PREPL inhibitor: human PREPL enzyme inhibition; recombinant PREPL, fluorescence polarization activity-based probe; actives 0.68% (n = 320,000); inhibition, % at 5.96 µM; Q4J6C6; in the data active = inhibition above about 43%;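 note: 0% = enzyme with DMSO and 100% = wells lacking enzyme; many of its hits are not listed in these tables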
GSTO1 counter: GSTO1 inhibition, counter-screen for RBBP9 inhibitors | P78417 | actives 1.1% (n = 300,000) | inhibition, % at 5.96 µM | recombinant GSTO1, activity-based probe fluorescence polarization;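 active = inhibition above the campaign mean inhibition plus 3 SD, cut at about 35% in these data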;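 note: 0% = GSTO1-1 with DMSO and 100% = wells lacking GSTO1-1 enzyme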
Target sequence (P78417 whole entry, looked up): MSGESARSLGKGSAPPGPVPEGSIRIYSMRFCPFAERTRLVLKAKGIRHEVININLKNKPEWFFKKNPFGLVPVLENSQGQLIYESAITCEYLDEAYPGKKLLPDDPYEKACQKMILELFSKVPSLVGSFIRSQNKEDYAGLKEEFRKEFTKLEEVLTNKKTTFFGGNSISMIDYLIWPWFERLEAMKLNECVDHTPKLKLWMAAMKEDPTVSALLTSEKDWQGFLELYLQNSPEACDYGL
PAFAH1B3 inh: PAFAH1B3 (human) inhibition | actives 0.28% (n = 340,000) | recombinant PAFAH1B3, FP-rhodamine probe, fluorescence polarization | Q15102 | inhibition, % at 3.39 µM;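 active = inhibition above the screen-wide average of all tested compounds plus 3 SD, cut at about 25% in these data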;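 note: 0% = enzyme with DMSO only and 100% = wells lacking PAFAH1B3 protein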
LYPLA1 inh: LYPLA1 (human) inhibition in PME1 counter-screen | recombinant LYPLA1, FP-Rh probe fluorescence polarization | inhibition, % at 5.9 µM | actives 0.16% (n = 320,000);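 active = inhibition above the mean of all tested compounds plus 3 SD, set per campaign, cut at about 14% in these data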;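 note: inhibitors block serine hydrolase probe labeling of LYPLA1 so polarization falls; 0% = enzyme with DMSO and 100% = wells lacking LYPLA1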
pPAFAH inh: inhibitors of human plasma PAF acetylhydrolase (pPAFAH); AID 463082; recombinant pPAFAH, FP-rhodamine probe fluorescence polarization; inhibition, % at 3.39 µM; Q13093; actives 1.5% (n = 330,000);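 active = inhibition above the mean inhibition across the screen plus 3 SD, cut at about 25% in these data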;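 note: inhibitors block binding of the rhodamine activity-based probe so polarization drops; 0% = enzyme with DMSO and 100% = wells lacking pPAFAH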
PAD4 FP inh: blocks human protein arginine deiminase 4 | Q9UM07 | recombinant PAD4, RCA probe fluorescence polarization | inhibition, % at 6.36 µM | actives 0.41% (n = 330,000) | AID 485272;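 active = percent inhibition above a cutoff equal to the mean of all tested compounds plus 3 SD, cut at about 15% in these data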;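 note: 0% = PAD4 with RCA probe and DMSO and 100% = probe without PAD4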
Target sequence (Q9UM07 whole entry, looked up): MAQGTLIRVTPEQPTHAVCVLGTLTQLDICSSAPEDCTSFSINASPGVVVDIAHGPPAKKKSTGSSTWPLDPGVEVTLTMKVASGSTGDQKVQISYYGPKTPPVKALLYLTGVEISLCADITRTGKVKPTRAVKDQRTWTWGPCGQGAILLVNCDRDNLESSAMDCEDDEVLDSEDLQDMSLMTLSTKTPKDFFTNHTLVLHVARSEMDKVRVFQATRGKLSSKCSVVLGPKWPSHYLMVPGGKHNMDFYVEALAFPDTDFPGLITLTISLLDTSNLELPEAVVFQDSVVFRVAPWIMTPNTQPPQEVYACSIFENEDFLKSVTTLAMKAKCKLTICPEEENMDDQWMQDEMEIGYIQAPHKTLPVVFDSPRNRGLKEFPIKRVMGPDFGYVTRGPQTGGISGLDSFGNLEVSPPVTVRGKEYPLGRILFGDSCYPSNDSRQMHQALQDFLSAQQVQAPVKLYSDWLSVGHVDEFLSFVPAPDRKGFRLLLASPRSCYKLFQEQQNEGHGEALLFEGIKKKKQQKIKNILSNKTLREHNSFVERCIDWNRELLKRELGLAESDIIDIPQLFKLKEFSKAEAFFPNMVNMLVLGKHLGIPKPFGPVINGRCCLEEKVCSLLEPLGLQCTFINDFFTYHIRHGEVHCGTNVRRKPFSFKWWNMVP
LYPLA2 inh: counter-screen for PME1 inhibitors: inhibitors of human LYPLA2. recombinant LYPLA2, FP-Rh probe fluorescence polarization. inhibition, % at 5.9 µM. actives 0.38% (n = 320,000). AID 2177;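 active = inhibition above the screen-wide mean plus 3 SD, limit set per campaign, cut at about 26% in these data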;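 note: 0% = LYPLA2 with DMSO and 100% = wells lacking LYPLA2 enzyme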
Starred values were filed as active, the others as inactive; / = no result given. This is a subset, so the mix of outcomes need not match the whole.

Structure	PAFAH1B2 inh	PAFAH2 inh	PREPL inhibitor	GSTO1 counter	PAFAH1B3 inh	LYPLA1 inh	pPAFAH inh	PAD4 FP inh	LYPLA2 inh
COc1ccc(NC(=O)CN2C(=O)COc3ccc(S(=O)(=O)N4CCCCC4)cc32)c(OC)c1	0.5	5.8	3.6	-5.1	11.1	0.4	1.0	3.1	6.7
Cc1ncsc1C(=O)N1CCCC(C(=O)c2ccc3ccccc3c2)C1 (centres undefined)	-2.3	-2.5	11.4	2.5	-1.2	-2.4	0.3	1.8	6.0
Nn1c(-c2cccc([N+](=O)[O-])c2)nc2ccccc2c1=O	-0.8	1.2	14.3	7.1	12.5	0.2	5.2	3.1	4.9
Cc1ccc(S(=O)(=O)NCCC(=O)OCC(=O)Nc2cccc(S(=O)(=O)NC3=NCCCCC3)c2)cc1	-1.1	3.4	14.5	9.5	0.4	3.0	24.0	2.5	3.5
CN(C(=O)CSc1nnc2ccccn12)C1CCS(=O)(=O)C1 (centres undefined)	1.4	5.9	0.7	-0.5	6.3	3.1	5.3	-1.7	5.2
Cc1onc(-c2ccccc2Cl)c1C(=O)Nc1cccc(-c2cn3cccnc3n2)c1	2.1	-1.1	4.2	2.3	1.7	-4.8	3.5	-0.7	-4.0
CC(C)CN(C(=O)CN(C)C(=O)c1ccco1)c1c(N)n(CC(C)C)c(=O)[nH]c1=O	-6.1	-3.2	-8.3	6.1	4.0	-0.7	0.0	-0.1	0.8
Cc1c(O)ccc(C(=O)CN2CCN(Cc3ccc4c(c3)OCO4)CC2)c1O	0.5	7.1	6.4	5.7	10.1	3.8	7.6	-4.5	11.4
CC(OC(=O)CCN=C1NS(=O)(=O)c2ccccc21)C(=O)Nc1ccc(S(N)(=O)=O)cc1 (centres undefined)	-3.6	1.2	6.5	/	-4.2	4.5	-3.4	-0.7	-3.4
CCOC(=O)c1cc(-c2nnc(SCC(=O)Nc3ccc(F)cc3)o2)c(C)nc1C	0.5	1.6	5.2	11.0	2.3	3.6	-3.7	0.8	6.6
CCCCn1c(N)c(N(CC(C)C)C(=O)c2cc(S(=O)(=O)N3CCOCC3)ccc2Cl)c(=O)[nH]c1=O	1.8	3.1	5.2	-3.3	10.0	-1.5	6.2	2.2	0.6
COc1ccc(NCC(=O)Nc2cccc(C(F)(F)F)c2)cc1S(=O)(=O)N1CCOCC1	5.7	3.0	19.3	/	3.5	/	4.2	1.8	/
N#CCCCc1cc2cc(F)ccc2cn1	6.6	8.4	-1.6	/	2.5	/	2.2	2.1	/
COc1nc(NCCc2ccc(OC)c(OC)c2)nc(NC(C)(C)CO)n1	10.3	5.9	13.9	-2.1	9.6	-3.3	-0.5	0.9	4.8
COc1ccc(CNCC(O)COc2cccc3c2OC(C)(C)C3)cc1 (centres undefined)	-0.5	-1.2	-5.3	-0.1	2.9	2.1	1.8	-1.7	2.9
CC(=O)Nc1ccc2nc(CN3CCN(CC=C(C)C)C(CCO)C3)ccc2c1 (centres undefined)	-1.6	7.0	-7.3	-0.4	-5.0	1.1	-1.1	0.2	2.7
Cc1nn(CC(=O)NC2CC2)c(C)c1S(=O)(=O)NC(C)(C)C	5.5	-2.4	-5.8	/	3.0	/	1.7	-1.9	/
CCN1CCN(CCOCCOc2ccccc2-c2ccccc2)CC1	/	/	12.1	11.5	/	1.7	4.3	-7.2	-0.5
CC1=NN(c2ccccc2)C(=O)C1C(=O)c1cc([N+](=O)[O-])cc([N+](=O)[O-])c1 (centres undefined)	5.0	1.8	2.1	-0.4	6.0	2.1	8.8	-7.3	0.5
CC(C)c1ccccc1NC(=O)COc1ccc(C(=O)NCCc2ccccc2)cc1	7.9	4.5	12.7	0.0	6.1	-3.6	2.0	-2.2	0.4
O=C(CCCCCn1c(=O)[nH]c2ccsc2c1=O)N1CCN(C2CCCCC2)CC1	5.2	-3.1	14.9	9.3	-1.8	-0.4	11.2	-1.4	-1.4
COc1cc(C(=O)Nc2cccc(-c3nncn3C)c2)cc(OC)c1OC	-2.5	-2.8	-4.9	-6.2	7.5	-4.5	-5.3	-5.4	-4.8
CCC(=O)N1c2ccc(S(=O)(=O)CCC(=O)N3CCn4c3nc3ccccc34)cc2CC1C (centres undefined)	2.2	-1.8	3.9	-5.2	9.4	1.5	-5.7	0.6	-7.0
Oc1ccccc1Oc1ncc(Br)c(N2CCOCC2)n1	0.4	0.5	1.9	10.2	5.9	-3.0	0.8	-1.9	-0.2
CS(=O)(=O)Nc1ccc(C(=O)NCCSC2CCCCC2)cc1	8.7	5.0	1.4	2.6	10.2	-0.8	-3.3	-4.5	-3.1
COc1ccc(CN2CCN(C(C)C)C(CCO)C2)cc1Cn1cccn1 (centres undefined)	2.9	-3.9	0.7	1.2	7.6	-0.8	2.8	1.2	1.8
N/C(=N\OC(=O)CCCOc1ccc(Cl)cc1Cl)c1ccncc1	5.9	2.5	-19.5	-3.2	6.3	-4.2	3.5	0.4	3.6
O=C(c1ccc(C(=O)N2CCOCC2)nc1)N1CCOCC1	-0.5	0.3	-9.0	6.0	-0.7	-0.7	0.4	1.0	-1.6
CCOc1ccc(NC(=O)CSc2ccc(-c3cccnc3)nn2)cc1	-0.4	1.6	-2.7	1.4	12.4	-0.9	4.8	-0.4	-0.4
COC(=O)c1ccc(COc2cccnc2[N+](=O)[O-])cc1	5.7	7.0	12.9	11.0	7.7	4.9	0.2	-1.0	7.5
O=C1c2ccccc2C2(c3ccccc3)N1CCN2C(=O)C(Cl)(Cl)Cl (centres undefined)	3.9	5.1	-0.5	5.2	-0.2	0.7	3.8	-9.6	0.7
Cc1cc(C)n2nc(SCc3nc4ccccc4[nH]3)nc2n1	-4.0	0.9	16.1	0.1	-7.7	2.2	-1.3	0.7	-0.7
O=C(Cn1cnc2ccccc21)N/N=C/c1cccc([N+](=O)[O-])c1	1.0	-0.7	-0.2	-2.9	7.6	2.8	1.2	-0.6	7.4
CN1CCN(c2ccc(NC(=O)CN3CCOCC3)cc2F)CC1	0.5	2.1	20.6	-7.8	5.8	-0.4	3.0	0.0	1.9
COC(=O)c1[nH]c2cc(OC)ccc2c1NC(=O)CCN1CCSCC1	2.5	0.6	1.4	-6.5	10.1	-5.6	2.5	4.1	-11.4
CCCCOc1ccc(C(=O)NNC(=O)C2C3C=CC(C3)C2C(=O)O)cc1 (centres undefined)	1.1	-1.9	0.1	-3.5	1.2	-6.8	0.7	3.3	-10.2

Three compounds drawn at random from those above:
Structure	PAFAH1B2 inh	PAFAH2 inh	PREPL inhibitor	GSTO1 counter	PAFAH1B3 inh	LYPLA1 inh	pPAFAH inh	PAD4 FP inh	LYPLA2 inh
COC(=O)c1[nH]c2cc(OC)ccc2c1NC(=O)CCN1CCSCC1	2.5	0.6	1.4	-6.5	10.1	-5.6	2.5	4.1	-11.4
O=C(c1ccc(C(=O)N2CCOCC2)nc1)N1CCOCC1	-0.5	0.3	-9.0	6.0	-0.7	-0.7	0.4	1.0	-1.6
COc1ccc(CN2CCN(C(C)C)C(CCO)C2)cc1Cn1cccn1 (centres undefined)	2.9	-3.9	0.7	1.2	7.6	-0.8	2.8	1.2	1.8

The list goes on.
Structure	PAFAH1B2 inh	PAFAH2 inh	PREPL inhibitor	GSTO1 counter	PAFAH1B3 inh	LYPLA1 inh	pPAFAH inh	PAD4 FP inh	LYPLA2 inh
FC(F)(F)c1nc(N2CCN(c3ccccc3)CC2)nc2c1CCCCC2	9.8	0.6	-1.0	3.0	5.6	-2.1	1.3	3.4	1.1
Cc1cc(C)cc(C(=O)NC(=S)Nc2ccc(Cc3ccncc3)cc2)c1	2.8	-4.8	1.4	-13.8	-1.9	-2.2	-3.4	-2.3	34.1*
O=[N+]([O-])c1cc(O)c2ncccc2c1	/	/	12.6	36.7*	/	-6.3	11.1	-18.2	-11.1
COc1ccc(CNC(=O)c2csc(Cc3ccc(OC)cc3)n2)cc1	-1.9	0.9	0.2	6.9	-2.8	-0.4	5.3	-1.3	6.3
CCOC(=O)C1NN=C(C(=O)c2ccccc2)C1c1ccc(Cl)cc1 (centres undefined)	3.2	-2.2	-2.3	-0.9	2.5	-1.1	0.1	-0.5	-5.1
CC1(C)CC(N2CCC(=O)N(C3CC(C)(C)NC(C)(C)C3)C2)CC(C)(C)N1	-0.8	-14.2	-3.3	0.2	8.2	6.8	-1.3	-5.6	6.7
O=C(COC(=O)c1cc(Cl)nc(Cl)c1)NCc1ccc2c(c1)OCO2	3.0	0.5	3.3	/	-1.6	/	-0.9	-5.3	/
CN(Cc1ccco1)C(=O)CN1C(=O)NC2(CCCC2)C1=O	1.6	-4.2	24.7	/	5.6	/	0.1	2.3	/
Cc1ccc(/C=N/NC(=O)Cn2cncn2)cc1	/	/	-10.8	-1.3	/	0.3	-6.8	0.1	1.0
S=C(NNc1cccc(Cl)c1)NC1CCCCC1	-5.0	2.5	-5.6	4.0	5.4	-3.4	4.3	-0.7	1.3
Cc1nc2ccc(Cc3ccc4nc(C)[nH]c4c3)cc2[nH]1	5.7	-3.3	-0.7	-5.8	5.8	1.0	-1.3	-2.4	-1.8
COc1cccc(OCCNc2cc(N3CCCCC3)ccc2[N+](=O)[O-])c1	-4.9	-1.5	6.7	1.2	10.4	2.1	8.4	-4.5	-4.1
O=C(NCc1ccc(Cl)cc1Cl)c1ccccn1	8.7	-4.5	13.4	-0.6	4.3	0.3	8.4	-4.6	0.4
CCc1ccc(OCC(=O)NC(NC(=S)Nc2ccccc2)C(Cl)(Cl)Cl)cc1 (centres undefined)	-6.6	-7.8	-3.6	-2.6	-0.9	-2.6	-11.7	1.9	-16.8
CCC1CCCCN1CCCNC(=O)C1CCC(CNS(=O)(=O)c2c(C)cc(C)cc2C)CC1 (centres undefined)	5.0	8.8	-18.5	-5.7	3.8	-2.0	2.3	5.0	-0.5
O=C1c2ccccc2S(=O)(=O)N1CCOc1ccccc1	0.8	1.5	4.2	3.7	9.8	1.6	1.6	3.4	6.2
